From PubChem
Eya2 phos inh: blocks the phosphatase activity of human Eya2 | O00167 | recombinant Eya2, OMFP fluorescence dephosphorylation (OMFP is methylfluorescein phosphate) | Potency, µM (top dose mostly 76.9 µM), for inactives: at the highest dose activity, negative = inhibition, usual class: inhibitors | 330,000 compounds, 0.006% hits; further: potency means the concentration at half of the fitted maximal effect
Target sequence (O00167 whole entry, looked up): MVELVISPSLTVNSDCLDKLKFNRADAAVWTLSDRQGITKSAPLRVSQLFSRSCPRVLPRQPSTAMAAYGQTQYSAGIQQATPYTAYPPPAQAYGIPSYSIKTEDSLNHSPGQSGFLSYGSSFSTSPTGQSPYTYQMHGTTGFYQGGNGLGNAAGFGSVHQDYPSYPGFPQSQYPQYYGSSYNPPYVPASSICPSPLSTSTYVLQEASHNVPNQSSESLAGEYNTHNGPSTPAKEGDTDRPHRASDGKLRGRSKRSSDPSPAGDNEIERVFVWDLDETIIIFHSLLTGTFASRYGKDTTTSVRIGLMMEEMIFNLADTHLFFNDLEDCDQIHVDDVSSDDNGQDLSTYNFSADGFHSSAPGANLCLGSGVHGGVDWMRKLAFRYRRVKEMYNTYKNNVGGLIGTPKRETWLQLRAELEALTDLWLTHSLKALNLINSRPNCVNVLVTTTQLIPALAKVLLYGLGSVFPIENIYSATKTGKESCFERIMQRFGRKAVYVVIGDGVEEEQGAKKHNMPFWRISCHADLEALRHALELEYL
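Eya2 (0.2 uM) preincubated 10 min at ambient with compound, then OMFP substrate added at 50 uM; 10 min reaction in 50 mM HEPES pH 7.5, 50 mM NaCl, 5 uM MgCl2, 0.05% BSA, 1 mM DTT. Fluorescence read at Ex 485/Em 525 nm.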
GALK inhibitor: inhibitors of human galactokinase | Purified GALK, Kinase-Glo residual ATP luminescence | Potency, µM (doses to about 57.5 µM), for inactives: at the top dose activity change, negative = inhibition, most hits filed as inhibitors | 270,000 compounds, 0.007% hits; further: potency means the concentration at half of the fitted maximal effect
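ATP-depletion format; final 35 uM ATP, 100 uM D-galactose, 5 nM enzyme; pH 8.0 HEPES/Mg2+ buffer; 60 min RT; luminescence read 10 min after detection reagent.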
PKM2 activator: PKM2 (human) enzyme activation; P14618; purified PKM2, Kinase-Glo ATP luminescence, activation; response scale: 0% is enzyme alone, no compound; Potency, µM (doses to about 57.5 µM), for the others: at the highest dose activation, hits mostly activators; 260,000 compounds, 0.34% hits; AID 1631; further: potency means the concentration at half of the fitted maximal effect; nearly all actives have a fitted effect of over 55% in size
Target sequence (P14618 whole entry, looked up): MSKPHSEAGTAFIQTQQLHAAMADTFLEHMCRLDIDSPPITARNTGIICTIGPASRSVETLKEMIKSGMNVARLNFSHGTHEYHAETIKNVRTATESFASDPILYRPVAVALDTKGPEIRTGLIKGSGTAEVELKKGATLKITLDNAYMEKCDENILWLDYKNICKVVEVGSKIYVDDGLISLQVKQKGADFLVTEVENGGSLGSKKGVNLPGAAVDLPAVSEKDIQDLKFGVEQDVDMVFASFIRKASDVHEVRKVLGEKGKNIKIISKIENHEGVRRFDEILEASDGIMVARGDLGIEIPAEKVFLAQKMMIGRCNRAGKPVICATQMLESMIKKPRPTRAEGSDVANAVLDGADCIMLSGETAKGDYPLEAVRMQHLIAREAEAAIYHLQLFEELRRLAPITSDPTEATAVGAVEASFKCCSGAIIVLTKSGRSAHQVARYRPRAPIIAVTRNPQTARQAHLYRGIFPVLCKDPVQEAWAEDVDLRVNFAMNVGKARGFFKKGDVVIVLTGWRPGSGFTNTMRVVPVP
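ATP formation by purified human PK-M2, quantified via coupled luciferase luminescence after 1 h at room temperature with 0.1 mM ADP and 0.5 mM PEP final.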
Giardia killer: Giardia lamblia killing; activity change, % at 7.66 µM, hits read low; Giardia lamblia trophozoite viability; AID 540267; 340,000 compounds, 0.15% hits; in the data active means activity change below about -80%; inconclusive means between about -30% and that limit;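 further: parasites exposed to compound for two days anaerobically before the ATP read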
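Giardia lamblia trophozoites (100 cells/well) were incubated with compounds for 48 h at 37 deg C under anaerobic conditions. Viability was read as ATP content by one-step luminescence after 15-30 min at room temperature.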
KCNH2 WT inh: inhibitors of human wildtype KCNH2 potassium channel; U2OS, BacMam KCNH2, thallium flux FluxOr; stronger effect = lower value; 340,000 compounds, 0.37% hits; activity change, % at 1.84 µM; AID 720551; Q12809;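 active means maximum activity change below -70%; inconclusive means maximum activity change between -70% and -50%; inactive means maximum activity change above -50%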
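U2OS cells were transduced with wild-type KCNH2 virus (2.03 x 10^8 / mL) for 4 h at room temperature, then cultured overnight at 37 C. Thallium flux was read with FluxOr dye. Rate constants were normalized to DMSO controls.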
uPA surface inh: cell surface uPA generation inhibition; cell surface uPA generation assay, qHTS; Potency, µM (highest dose often 38.3 µM), for inactives: top-dose activity change, negative = inhibition, hits mostly inhibitors; 330,000 compounds, 0.31% hits; active means well fitted inhibition curve with a large enough effect; inconclusive means small, poorly fitted or top-dose-only effect; inactive means no such curve, though single readings can be large or run the other way; tested in mouse RAW 264.7 cells; further: potency means the concentration at half of the fitted maximal effect; nearly all actives have a fitted effect of over 55% in size
USP2a inh: blocks human ubiquitin-specific protease USP2a; O75604; USP2 core, Ub-CHOP2 coupled fluorogenic reporter, 485/531; Potency, µM (titrated, usually from 38.3 µM), for inactives: at the top dose activity change, negative = inhibition, usual class: inhibitors; 330,000 compounds, 0.01% hits; AID 463254;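 further: potency means the concentration at half of the fitted maximal effect; plate controls were DMSO wells for no effect and full inhibition by NEM control for full effect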
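Deubiquitinase activity read as fluorescence (485/531 nm) after Ub-CHOP2 cleavage activates the enterokinase reporter on its substrate; USP2 core 10nM, Ub-CHOP2 and substrate 25nM each, 30min compound preincubation then 60min RT; data normalized to NEM, curves fitted.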
KCNH2 3.1 block: KCNH2 3.1 (human) potassium channel inhibition; U2OS KCNH2 3.1, thallium flux FluxOr; stronger effect = lower value; activity change, % (tested at about 1.8 µM); 340,000 compounds, 0.95% hits; AID 720553;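 active means maximum activity change below -70%; inconclusive means maximum activity change from -70% to -50%; inactive means maximum activity change above -50%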;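 further: thallium influx rate constant from kinetic fluorescence after stimulation buffer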
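Thallium flux via FluxOr fluorescence (Red40 quencher, 45 min loading) in U2OS cells virally expressing the KCNH2 3.1 isoform (1.77 x 10^8 /mL virus, overnight at 37 C). Rate constants from 2-min kinetic reads post-stimulation, normalised to positive and negative controls.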
B2AR arrestin: agonists driving beta-arrestin recruitment to human beta2-adrenergic receptor; P07550; beta-arrestin recruitment to beta2AR, cell-based reporter; 330,000 compounds, 0.02% hits; Potency, µM (doses to about 46.1 µM), for the others: at the highest dose activation, most hits filed as activators;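 further: potency means the concentration at half of the fitted maximal effect; 0% = DMSO controls and full agonism = EC100 isoproterenol or metaproterenol; nearly all actives have a fitted effect of over 65% in size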
Coupling enz: coupling enzyme interference in Giardia aldolase counter-screen. AID 2472. coupling enzyme system counterscreen, AmpLite Red fluorescence. 290,000 compounds, 0.67% hits. activity change, negative = inhibition, % at 58.2 µM, hits read low; in the data active means activity change below about -30%
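Final compound at 57.5 uM, incubated 10 min at RT with coupling enzyme reagent (glyceraldehyde-3-phosphate), then 20 min with substrate and AmpLite Red detection. Fluorescence read at 525/598 nm; tests interference with the coupling assay, not aldolase inhibition.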
BCR signal inh: chronic active BCR signaling inhibition; 340,000 compounds, 0.05% hits; Potency, µM (highest dose often 46.1 µM), for the others: at the top dose ratio change, negative = lower green/red ratio, actives largely listed as inhibitors; ABC-DLBCL IkBa-CBG/CBR reporter, luminescence ratio, 4 h; active means well fitted inhibition curve with a large enough effect in the signal ratio, with a control signal flat, not every such curve was filed as active; inconclusive means small, poorly fitted or top-dose-only effect, or effect the other way, or a change in a side signal; the % refers to the signal ratio;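 further: potency means the concentration at half of the fitted maximal effect; plate controls were basal doxycycline-induced cells for no effect and cells given 10 µM MG132 for full effect; MG132 reads +100%, hits lower the ratio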
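TMD8 human ABC-DLBCL cells with doxycycline-inducible IκBα–green luciferase fusion and unfused red luciferase, in 0.5% FBS medium; compounds up to 46 uM, 4 h at 37C. Green/red luminescence ratio, filter-overlap corrected, fitted to concentration-response curves.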
Numbers without * were called inactive; ? = inconclusive; / = no result given; [ ] = remark or other dose. Unless noted, the call rests on the fitted dose curve; in most records, active means well fitted curve in the direction sought with a large enough effect; inconclusive means small, poorly fitted or top-dose-only effect, or another doubt; inactive means no such curve, though single readings can be large; an effect the other way counts as inactive or inconclusive. Unless noted, on the % scale 0 is the no-effect control and ±100 the full control effect.

Screens in order: Eya2 phos inh	GALK inhibitor	PKM2 activator	Giardia killer	KCNH2 WT inh	uPA surface inh	USP2a inh	KCNH2 3.1 block	B2AR arrestin	Coupling enz	BCR signal inh
> O=C(c1cc(S(=O)(=O)N2CCOCC2)c(Cl)cc1Cl)N1CCCCC1CO (stereo not given)
  3.8%	-4.5%	-0.4%	2.2	-5.7	1.8%	1.7%	-0.6	0.3%	5.5	7.4%
> Cc1cc(C2(O)C(=O)Nc3ccccc32)ccc1F (stereo not given)
  -8.9%	-0.9%	/	6.9	29.5	3.4%	2.8%	5.6	0.3%	0.9	-0.1%
> CC(C)CCNC(=O)C(c1ccncc1)N(Cc1cccs1)C(=O)Cn1nnc(-c2ccc(F)cc2)n1 (stereo not given)
  2.9%	-4.0%	12.5%	-1.8	35.9	-8.3%	-1.7%	-24.2	-1.8%	-0.8	?
> O=C(O)COc1ccc(/C=C2\SC(=Nc3ccccc3)N(c3ccccc3)C2=O)cc1
  2.4%	-1.4%	5.6%	49.3[activator]	0.0	-3.7%	1.1%	-2.8	-0.1%	6.7	?
> Cc1nn(C)c(C)c1NC(=O)c1cnn2c(C(F)F)cc(-c3ccccc3)nc12
  -8.0%	-2.2%	-2.6%	/	/	/	1.5%	/	0.0%	1.8	2.1%
> N/C(Cc1ccc(Cl)cc1)=N\OC(=O)C1CCCCC1
  -2.0%	-2.5%	-3.8%	-0.3	39.0	9.5%	-1.5%	-19.5	-0.2%	7.9	?
> COc1ccc(N2CCN(CC(=O)NCc3ccc(Cl)cc3)CC2)cc1
  -0.9%	0.0%	2.7%	1.9	19.8	-2.4%	-1.3%	1.8	-0.3%	-3.3	-4.2%
> O=C(COc1ccccc1)NNC(=O)c1ccc(Cl)cc1
  10.1%	/	/	-5.7	1.8	-0.8%	3.7%	9.5	-0.1%	/	3.5%
> COc1cc(S(=O)(=O)NCc2ccc3c(c2)OCO3)c(OC)cc1C
  -5.5%	5.6%	5.8%	-15.2	0.3	2.4%	-8.5%	0.6	0.4%	1.3	-3.7%
> O=S(=O)(CCN1CCSCC1)c1ccccc1
  -10.6%	-1.3%	2.0%	-16.4	-1.4	-3.0%	1.8%	9.4	-0.4%	-0.4	1.8%
> CCCOc1ccc(CSc2nc3ccccc3[nH]2)cc1
  7.9%	4.4%	-15.8%	-19.8	4.0	?	0.0%	-15.4	0.5%	3.1	0.7%
> C=CCc1c(C)nc(-c2ccccc2)nc1N/N=C/c1ccncc1
  -9.2%	7.2%	0.4%	-8.6	-0.4	-4.5%	4.0%	-9.9	-0.1%	-3.0	?
> O=C(/C=C/c1ccccc1Cl)Nc1cccc(O)c1
  -5.0%	-2.5%	?	-18.3	3.7	4.47µM*	1.7%	-0.4	0.0%	-5.2	?
> O=C(O)CCCCCNC(=O)Cn1nnc2ccccc2c1=O
  2.4%	-2.9%	0.7%	-5.0	3.2	1.6%	0.0%	19.4	0.0%	1.6	-5.2%
> COc1ccc(N2CCN(c3ccc(N4C(=O)COCC4=O)cc3[N+](=O)[O-])CC2)cc1
  -4.5%	0.5%	-0.8%	-2.3	-7.3	0.9%	0.8%	7.7	-1.1%	2.4	5.6%
> CC(=O)Nc1ccc(C(=O)NCCc2ccccc2)cc1
  3.5%	/	-0.8%	-4.2	-2.0	3.0%	-0.4%	1.2	0.1%	-0.1	1.6%
> CCOc1cc(/C=N/NC(=O)CNc2ccc(C)cc2)ccc1OC(=O)c1ccccc1
  9.7%	2.0%	-0.7%	0.1	1.2	-15.6%	-7.4%	-1.0	-0.3%	-0.5	-23.0%
> COc1ccc(Nc2nc(Cl)nc(Nc3ccc(OC)cc3)n2)cc1
  -14.8%	6.7%	0.8%	10.2	4.5	0.2%	-0.7%	-13.5	-0.1%	5.1	?
> Cc1ccc2[nH]c3c(c2c1)CN(C(=O)CN1CCN(c2ccccc2F)CC1)CC3
  -2.7%	1.2%	2.1%	/	/	/	2.7%	/	0.2%	-14.5	-0.2%
> Cc1onc(-c2ccccc2Cl)c1C(=O)O/N=C(\N)c1ccccc1
  13.3%	-3.3%	-1.2%	7.4	7.9	?	2.0%	11.1	-0.8%	/	0.5%

Look-ups from above.
KCNH2 WT inh, `COc1ccc(N2CCN(c3ccc(N4C(=O)COCC4=O)cc3[N+](=O)[O-])CC2)cc1` stands at -7.3
B2AR arrestin, `Cc1ccc2[nH]c3c(c2c1)CN(C(=O)CN1CCN(c2ccccc2F)CC1)CC3` stands at 0.2%

uPA surface inh: hit marks shown above
structure	Eya2 phos inh	GALK inhibitor	PKM2 activator	uPA surface inh	B2AR arrestin	BCR signal inh
O=C(/C=C/c1ccccc1Cl)Nc1cccc(O)c1	-5.0%	-2.5%	?	4.47µM*	0.0%	?

(further entries)
Screens in order: Eya2 phos inh	GALK inhibitor	PKM2 activator	Giardia killer	KCNH2 WT inh	uPA surface inh	USP2a inh	KCNH2 3.1 block	B2AR arrestin	Coupling enz	BCR signal inh
> C[C@H]1CCC(=O)N([C@H](CSc2ccccc2)Cc2ccccc2)CC1
  -15.2%	/	-0.3%	-26.3	9.7	-10.7%	-1.2%	2.6	-0.7%	1.5	21.7%
> COc1ccccc1N(CC(=O)NC1CCCC1)C(=O)C1(C)CC(=O)N=C2C=CC(C)=CN21 (stereo not given)
  6.1%	-2.2%	/	10.5	14.1	8.0%	-1.1%	-0.6	-0.1%	-0.7	-4.2%
> O=C(NNc1nc(-c2ccc(Br)cc2)cs1)c1ccco1
  2.7%	-3.5%	2.6%	-8.6	4.0	?	-1.8%	1.3	0.4%	2.3	-2.2%
> CCOC(=O)c1ccccc1NC(=O)c1ccc2c(SCC(=O)O)c3c(nc2c1)CCCC3
  10.2%	-0.6%	/	-12.5	-26.7	4.5%	-5.3%	-18.3	-0.3%	1.0	6.9%
> Cc1ccc(C2N(c3cccc(Cl)c3)C(=O)N3CCCN23)cc1 (stereo not given)
  2.2%	0.5%	-8.6%	-15.6	23.8	7.8%	0.3%	10.3	0.5%	1.7	-1.0%
> O=C(N/N=C/c1cccs1)c1cccnc1
  7.5%	1.3%	-8.6%	-3.1	0.8	0.9%	-0.3%	17.9	-0.2%	0.4	?
> CN(CC(=O)Nc1cc(Cl)ccc1Cl)C1CCS(=O)(=O)C1 (stereo not given)
  -5.6%	/	/	-12.1	1.1	4.7%	1.9%	20.1	-0.3%	/	-0.3%
> Cc1c(NC(=O)CSc2ncnc3c2cnn3-c2ccccc2)c(=O)n(-c2ccccc2)n1C
  -18.0%	/	/	-15.3	-1.3	-9.5%	-0.7%	5.1	0.1%	/	?
> COCCSc1nnc(-c2cccc(C#N)c2)n1C
  -7.5%	-0.6%	2.4%	11.0	-17.4	6.2%	-0.3%	19.2	-0.2%	2.7	0.7%
> C/C(N)=C(\C#N)C(=O)NCc1ccccn1
  8.4%	0.3%	-3.5%	-1.1	-4.6	-0.8%	1.0%	3.6	0.2%	3.1	-0.7%
> CCOc1ccc(S(=O)(=O)NCc2ccco2)cc1
  /	0.0%	17.6%	-29.4	-15.1	1.3%	/	-5.9	/	0.9	/
> COc1ccc(C(=O)Nc2sc(C)c(C)c2CN2CC(C)OC(C)C2)cc1 (stereo not given)
  -13.0%	0.3%	-9.2%	0.9	0.6	7.8%	-1.3%	-11.1	-1.4%	3.2	?
> O=C(NCC1CCCO1)c1cn(Cc2ccccc2Cl)nc1-c1ccccc1 (stereo not given)
  -13.1%	/	/	-11.1	0.3	2.1%	-0.4%	45.0	-0.2%	/	1.7%
> CN1CCN(c2ccccc2NC(=O)c2ccc([N+](=O)[O-])cc2Cl)CC1
  1.0%	0.2%	1.5%	-4.7	10.1	-1.7%	2.1%	4.1	-0.2%	0.9	-0.9%
> COc1ccc2c(-c3ccccc3)cc(SCC(=O)N(C)C)nc2c1
  -13.3%	8.6%	6.2%	-6.0	-23.3	2.1%	-0.4%	-1.0	-1.1%	-3.5	?
> CCCc1cc(=O)oc2c(C)c(OCC(=O)NCCCN3CCOCC3)ccc12
  1.6%	-5.2%	/	-17.3	-15.8	-1.7%	1.9%	3.4	-0.2%	/	?
> CC(C)C(c1nnnn1Cc1ccc(F)cc1)N1CCN(C(=O)c2ccco2)CC1 (stereo not given)
  0.7%	1.6%	-3.9%	2.7	-1.0	-9.6%	0.9%	0.3	-0.3%	-2.0	4.9%
> C=CCN1CCN(C(=O)c2cc3c(s2)CCC(CC)C3)CC1 (stereo not given)
  2.2%	-5.3%	-0.2%	-2.3	-8.9	0.1%	-0.1%	5.1	0.4%	0.9	-1.3%
